CHRM1 antagonist – human CHRM1 antagonism; P11229; CHO-K1 hM1, Fluo-8 calcium fluorescence, ACh EC80 antagonist; inhibition, % at 3 µM; 360,000 tested, 1.3% active;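 active means percent inhibition above its own plate's cutoff, namely the mean of that plate's compound wells plus 3 SD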;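 further: peak over basal fluorescence ratio during 140 s after agonist addition; 0% = ACh EC80 plus DMSO and 100% = DMSO alone without agonist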
Target sequence (P11229 whole entry, looked up): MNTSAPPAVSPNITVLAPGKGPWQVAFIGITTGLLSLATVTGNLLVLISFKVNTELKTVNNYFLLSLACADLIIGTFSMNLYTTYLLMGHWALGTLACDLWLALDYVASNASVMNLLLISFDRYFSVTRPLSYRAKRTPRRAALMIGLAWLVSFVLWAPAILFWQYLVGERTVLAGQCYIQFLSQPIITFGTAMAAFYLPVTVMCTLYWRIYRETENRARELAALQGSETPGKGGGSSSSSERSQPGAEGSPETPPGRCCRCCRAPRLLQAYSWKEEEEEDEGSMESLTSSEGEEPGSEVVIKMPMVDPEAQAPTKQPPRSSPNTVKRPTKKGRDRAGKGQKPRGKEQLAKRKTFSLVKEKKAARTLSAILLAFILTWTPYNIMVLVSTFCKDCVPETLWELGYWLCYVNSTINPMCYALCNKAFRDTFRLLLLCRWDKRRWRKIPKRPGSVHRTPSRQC
CHO-K1 Ca PAM – nonselective activator or artifact in parental CHO-K1 calcium assay; ATP EC20, Fluo-8 calcium fluorescence; 0% at ATP EC20, 100% at ATP max; activation, % at 3 µM; 360,000 tested, 0.02% active; AID 602247;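 active means activation above the run cutoff, the mean activation of all test compounds plus 3 SD, cut at about 40% in these data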;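 further: peak over basal fluorescence ratio in a 140 s read after ATP addition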
CHO parental Ca – counter-screen: ATP calcium response change in parental CHO cells | parental CHO-K1, ATP-induced calcium, Fluo-8 fluorescence | inhibition, % at 5.6 µM | 330,000 tested, 0.63% active;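 active means inhibition above that plate's mean sample inhibition plus 3 SD, cut at about 26% in these data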;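 further: 0% = ATP-challenged DMSO wells and 100% = DMSO wells without ATP; some compounds past the cut are filed as inactive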
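Test system: untransfected parental CHO cell line. Compound: one dose, 5.6 µM nominal. Detection: intracellular calcium via Fluo-8 no-wash fluorescent dye. Measure: % inhibition. Benchmarks: ATP-challenged DMSO wells low, unchallenged DMSO wells high.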
CHO-K1 Ca antag – nonselective inhibitor or artifact in parental CHO-K1 cells; ATP-induced calcium, Fluo-8 fluorescence; inhibition, % at 3 µM; 360,000 tested, 0.6% active; AID 602250;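 active means inhibition above a per-plate cutoff, the plate's mean sample inhibition plus 3 SD, cut at about 24% in these data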;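 further: 0% = DMSO plus EC80 ATP and 100% = DMSO alone without ATP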
OXTR potentiate – human OXTR potentiation; CHO-OTR cells, Fluo-8 calcium fluorescence, potentiator mode; 0% = oxytocin EC15, 100% = EC100; P30559; AID 2445; activation, % at 3 µM; 320,000 tested, 0.061% active;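 active means activation above that plate's cutoff, the mean activation of tested compounds plus 3 SD, cut at about 6.6% in these data, passing the limit was not always enough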;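 further: 100% uses oxytocin at 75 nM as the full agonist control; some results filed as inactive read as strong as hits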
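Measured by – Fluo-8 calcium dye fluorescence · Test system – human OTR in CHO cells · Dosing – one concentration, 3.0 µM compound · Controls – EC15 oxytocin alone as 0%, 75 nM oxytocin as 100% · Evaluation – normalized max/min fluorescence ratio, % activation · Timing – 6 min pre-incubation, 100 s read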
M1 ag – agonists of human M1 muscarinic receptor. activation, % at 3 µM. AID 588814. 360,000 tested, 0.33% active. CHO-K1 hM1, Fluo-8 calcium fluorescence, agonist mode; 0% DMSO, 100% acetylcholine EC100;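 active means activation above the run's mean compound activation plus 3 SD, cut at about 16% in these data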;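 further: peak over basal fluorescence ratio within a 140 s kinetic read after compound addition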
TAAR1 antag – human TAAR1 antagonism; CHO RD-HGA16 TAAR1, Fluo-8 calcium fluorescence, antagonist; inhibition, % at 3 µM; 360,000 tested, 1.5% active; AID 624466;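 active means inhibition above a per-plate cutoff, the mean inhibition of test compounds on that plate plus 3 SD, cut at about 49% in these data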;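 further: 0% = DMSO plus EC80 beta-PEA response and 100% = DMSO alone without agonist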
Target sequence (Q96RJ0 whole entry, looked up): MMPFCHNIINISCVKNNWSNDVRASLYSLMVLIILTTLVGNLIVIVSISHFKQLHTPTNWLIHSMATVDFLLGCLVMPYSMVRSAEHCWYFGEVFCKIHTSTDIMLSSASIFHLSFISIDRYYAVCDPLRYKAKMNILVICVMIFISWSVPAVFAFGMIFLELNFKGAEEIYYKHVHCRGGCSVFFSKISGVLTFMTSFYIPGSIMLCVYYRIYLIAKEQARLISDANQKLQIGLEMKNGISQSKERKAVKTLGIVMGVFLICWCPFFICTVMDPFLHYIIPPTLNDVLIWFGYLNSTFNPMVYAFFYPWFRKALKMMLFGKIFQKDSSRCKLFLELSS
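test system = CHO RD-HGA16 cells bearing hTAAR1 | replication = singlicate | controls = DMSO-only wells and EC80 β-PEA-stimulated wells | reagent = EC80 β-phenethylamine stimulus | read-out basis = percent inhibition of PEA-evoked calcium signal, max/basal emission ratio | schedule = seeding 17-24 h prior, 75-min 37 °C, 30-min RT dye loading | signal = kinetic Fluo-8 calcium fluorescence measurement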
TAAR1 agonist – agonists of human TAAR1; Q96RJ0; CHO RD-HGA16 TAAR1, Fluo-8 calcium fluorescence; vehicle wells 0%, saturating PEA agonist 100%; activation, % at 3 µM; AID 624467; 360,000 tested, 0.99% active;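 active means activation above the mean activation of all test compounds in the run plus 3 SD, cut at about 38% in these data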
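Assay system – CHO-derived RD-HGA16 cells with stable Gα16 and human TAAR1 · Compound dosing – one-point dosing at 3 µM (nominal) · Incubation – 17-24 h seeding, 75 min 37 °C dye, 30 min RT · Measured by – kinetic Fluo-8 calcium fluorescence · Control set – DMSO vehicle as 0%, PEA at EC100 as 100% · Repeats – single well for each compound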
CHO-K1 Ca ag – M1 agonist counterscreen hit in parental CHO-K1 cells. activation, % at 3 µM. Fluo-8 calcium fluorescence; scaled to maximal ATP response, vehicle zero. 360,000 tested, 0.48% active. AID 602248; in the data active means activation above about 15%;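 further: untransfected CHO-K1 host cells lacking M1 receptor as counterscreen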
* marks the source's active call; other numbers are inactive results; x = no result given.

SMILES | CHRM1 antagonist | CHO-K1 Ca PAM | CHO parental Ca | CHO-K1 Ca antag | OXTR potentiate | M1 ag | TAAR1 antag | TAAR1 agonist | CHO-K1 Ca ag
O=C(COC(=O)c1n[nH]c(=O)c2ccccc12)Nc1ccccc1F | -11 | 25 | -12 | -19 | 4 | -2 | -9 | 4 | 0.1
COc1ccc(Cl)cc1C(=O)NNC(=S)NC1CCCCC1 | 4 | 6 | -17 | -1 | -8 | 1 | -13 | 1 | 0.5
COc1ccc(C(=O)Nn2c(SCC(=O)N3CCC(C)CC3)nc3ccccc3c2=O)cc1 | -9 | 23 | -18 | -5 | -6 | 0 | 8 | 11 | 0.9
COc1ccc(S(=O)(=O)N2CCC(C(=O)NCc3ccncc3)CC2)cc1C | -4 | -3 | 5 | -4 | 0 | -7 | 0 | -3 | -0.9
O=C(CN1C(=O)COc2ccccc21)N(CCCN1CCOCC1)CC1CC=CCC1 (stereo not given) | 3 | 24 | -17 | -9 | -4 | -8 | x | x | 0.9
Cc1ccccc1Oc1nc2c(C)cccn2c(=O)c1/C=C(\C#N)C(=O)NC1CCS(=O)(=O)C1 (stereo not given) | 2 | 3 | -7 | 4 | -2 | -3 | -17 | 5 | 4.2
CCOc1cc(/C=N/NC(=O)c2cccnc2)ccc1OC(=O)c1ccco1 | 2 | 12 | -12 | -14 | 6 | -6 | 15 | 1 | 0.3
CCOc1ccc(CCNC(=O)COC(=O)c2ccncc2)cc1OCC | 0 | -18 | -21 | -2 | -1 | 1 | -2 | 6 | -0.5
O=C(Nc1cccc(Cl)c1)Nc1cnccn1 | -3 | -24 | 9 | 20 | -5 | 3 | 5 | 7 | 1.1
O=C(CCCCC(=O)Nc1ccc(F)cc1F)Nc1ccc(F)cc1F | -1 | -15 | -3 | -4 | 1 | -3 | -11 | 1 | 1.6
O=C(CCN1CCN(CCO)CC1)Nc1ccc(C2CCCC2)cc1 | -4 | -5 | 9 | -16 | -8 | -16 | -10 | 2 | -0.1
CCc1nn(CC(=O)NCCCN2CCCC2=O)c(=O)c2cc3sccc3n12 | -19 | 22 | -14 | -6 | 6 | -4 | -6 | 0 | 0.4
Cc1ccccc1NC(=O)CN1CCOCC1 | -24 | 19 | x | -8 | x | 1 | -13 | 6 | 0.7
CS(=O)(=O)N1Cc2ccccc2CC1C(=O)OCC(=O)Nc1ccc2ccccc2c1 (stereo not given) | 4 | -7 | 5 | 16 | -5 | -4 | 26 | 11 | 1.0
CN(CCOC(=O)c1ccc2c(c1)OCCO2)C(C)(C)C | -21 | 12 | -17 | -3 | -8 | -10 | 11 | 11 | 0.6
COc1ccc(CCn2c(C)cc(C(=O)CSc3nnnn3C)c2C)cc1 | 3 | 5 | -4 | -4 | -4 | -3 | 14 | -1 | 0.3
COc1cc(CNn2cnnc2)ccc1OCC(=O)NC(C)(C)C | 9 | 9 | -2 | -2 | 2 | -2 | 10 | 8 | -0.4
O=C(Nc1ccc(Cl)c(S(=O)(=O)N2CCOCC2)c1)c1ccc(OCC2CCCO2)cc1 (stereo not given) | 36* | -17 | 1 | 24* | -31 | 0 | x | x | 11
COc1ccc(C(=O)NCCc2nnc3ccc(SCC(=O)Nc4ccccc4F)nn23)cc1 | 11 | -19 | -16 | 1 | 0 | -1 | -9 | 4 | -0.1
CC12CCC(=O)N1c1c(sc3nc(N4CCOCC4)c4c(c13)CCCC4)C(=O)N2 (stereo not given) | -6 | 19 | -9 | -9 | -3 | -4 | 8 | 3 | 0.2
CCOc1ccccc1NS(=O)(=O)c1c(C)[nH]c(C)c1C(=O)N1CCCCC1 | 1 | -17 | -21 | 1 | -7 | -3 | -13 | 0 | 0.1
O=C(Nc1ccccc1Br)c1cc(=O)c2ccccc2o1 | -7 | 4 | -14 | -17 | -4 | -7 | 1 | 0 | 2.5
CN(C)c1ccc(NC(=O)c2ccc3nsnc3c2)cc1 | -5 | 5 | -5 | -11 | -2 | -6 | 5 | 0 | 0.2
O=C(Nc1cc(C(F)(F)F)ccc1F)C1CCC1 | -11 | 12 | -8 | -6 | -2 | -5 | -13 | 0 | 0.1
CCC1(c2ccc(F)cc2)NC(=O)N(CC(=O)Nc2ccc(C)c(S(=O)(=O)N3CCOCC3)c2)C1=O (stereo not given) | 19 | -10 | -6 | -8 | 0 | -2 | -16 | 3 | 1.0
Cc1ccc(C(=O)/C=C/c2ccc3c(c2)OCCO3)c(O)c1 | -12 | 12 | -15 | -10 | -7 | -2 | 6 | 2 | 0.5
O=C1CCCN1CCCN=c1c([N+](=O)[O-])nn(-c2ccc(Cl)cc2)n1O | -5 | 20 | x | -8 | x | -5 | -7 | -1 | 0.9
COc1ccc(CN(C)C[C@H]2OCCCC[C@@H](C)Oc3ccc(NS(C)(=O)=O)cc3C(=O)N([C@H](C)CO)C[C@@H]2C)cc1 | -4 | 8 | x | 10 | x | -8 | -14 | 0 | 0.1
CCOc1ccc(CCNC(=O)COC(=O)C2=NNC(=O)CC2)cc1OCC | -11 | -6 | -8 | -14 | -5 | -1 | -4 | 0 | 0.3
Cc1oc(-c2cc(F)ccc2F)nc1CN1CCCN(C(=O)c2ccco2)CC1 | -5 | 7 | -29 | 1 | -6 | -15 | -3 | 4 | 0.8
Cc1ccc(/C=C2/NC(=O)N(Cc3ccccc3)C2=O)o1 | 10 | -8 | -12 | 7 | -5 | -1 | 7 | 2 | 0.2
CCC(=O)N1c2ccccc2NC2=C(C(=O)CC(c3ccco3)C2)C1c1ccco1 (stereo not given) | -14 | 12 | -10 | -15 | -9 | -2 | -1 | 8 | 0.6
CCOc1cc(CNn2cnnc2)cc(Cl)c1OCC(=O)NC(C)(C)C | -5 | 14 | -1 | -10 | 0 | 5 | -14 | 4 | 0.1
COCCNC(=O)C1(C)CCN(C(=O)c2ccc3ccccc3n2)C1 (stereo not given) | -9 | 10 | x | -11 | x | -2 | -9 | 0 | 1.1
O=C1NC(Cc2ccc(O)cc2)c2nc3cc(F)c(F)cc3c(=O)n2-c2cc3ccccc3cc21 (stereo not given) | 25 | -10 | x | 35* | x | -3 | 38 | 2 | 1.4
CCCCCCNS(=O)(=O)c1ccccc1Br | -8 | 20 | -14 | -18 | -3 | -7 | 4 | 11 | -0.7
O=C(OC(C(=O)NC1CCCCC1)c1ccccn1)c1cccs1 (stereo not given) | -10 | -1 | -23 | 16 | -1 | 0 | 0 | 12 | -0.2
CSc1ccc(CNC(=O)C2CCC(=O)N(CC3CCCCC3)C2)cc1 (stereo not given) | -16 | -12 | x | -5 | x | 0 | -21 | 1 | 0.9
Nc1cc(C(Cl)=C(Cl)Cl)c(S(N)(=O)=O)cc1S(N)(=O)=O | -26 | 10 | -7 | -7 | -10 | -2 | 8 | -1 | 0.3
CC(CCc1ccccc1)NC(=O)CCC(=O)N1CCC(C(N)=O)CC1 (stereo not given) | -4 | -18 | 0 | 16 | -7 | -5 | 7 | 0 | -0.5
CC(C)c1cc(Br)ccc1OCCN1C(=O)NC(C)(C)C1=O | -3 | 4 | -21 | -10 | -4 | -1 | -10 | 4 | 0.3
CC1CCCCC12NC(=O)N(CC(=O)OCC(=O)Nc1ccc(F)cc1[N+](=O)[O-])C2=O (stereo not given) | 29* | -2 | -9 | 6 | -3 | 3 | 76* | 21 | 5.3
O=C(N/N=C/c1ccc([N+](=O)[O-])o1)c1cn(-c2ccccc2)nc1-c1ccc(Cl)cc1 | -1 | 15 | -5 | 1 | -16 | -6 | -5 | 4 | 0.1
CCC(=O)Nc1ccc(-c2ccc(N3CCCCC3)nn2)cc1 | -7 | -14 | -16 | -3 | -4 | -2 | -11 | 4 | 0.7
O=C(CCNS(=O)(=O)/C=C/c1ccccc1)NCCc1c[nH]c2ccccc12 | -4 | 24 | -4 | 2 | -13 | -4 | 8 | 3 | 5.3
Cn1nc(-c2ccc(OCC(=O)NCC3CCCO3)cc2)c2ccccc2c1=O (stereo not given) | 3 | 8 | -3 | -3 | -13 | -1 | -5 | 0 | 3.2
O=C(Nc1ccccc1Cc1ccccc1)c1ccncc1 | 3 | 0 | 3 | -10 | -7 | -3 | -15 | 3 | 0.7
CC(=O)c1ccc(-c2ccc(C(=O)N(C)c3c(N)n(Cc4ccccc4)c(=O)[nH]c3=O)o2)cc1 | 19 | -7 | -14 | 2 | -2 | -1 | -20 | 1 | 1.7
C[C@@H]1CCCCO[C@H](CN(C)Cc2ccc(C(=O)O)cc2)[C@H](C)CN([C@@H](C)CO)C(=O)c2cc(NC(=O)Nc3ccc(C(F)(F)F)cc3)ccc2O1 | -14 | -12 | x | 9 | x | 4 | -17 | 2 | -0.5
Cc1ccc(S(=O)(=O)N/N=C\c2ccccc2OCc2ccccc2)cc1 | -20 | 23 | -21 | -12 | -9 | 0 | 30 | 5 | -0.8

A few values from the entries so far:
`CC(=O)c1ccc(-c2ccc(C(=O)N(C)c3c(N)n(Cc4ccccc4)c(=O)[nH]c3=O)o2)cc1` | M1 ag: -1
`Cc1ccc(S(=O)(=O)N/N=C\c2ccccc2OCc2ccccc2)cc1` | CHRM1 antagonist: -20
`CCC(=O)Nc1ccc(-c2ccc(N3CCCCC3)nn2)cc1` | TAAR1 agonist: 4

(more compounds)
SMILES | CHRM1 antagonist | CHO-K1 Ca PAM | CHO parental Ca | CHO-K1 Ca antag | OXTR potentiate | M1 ag | TAAR1 antag | TAAR1 agonist | CHO-K1 Ca ag
Cc1c(S(=O)(=O)N2CCCCC2)c(=O)n(C)c(=O)n1C | -10 | 13 | -12 | -3 | -2 | -4 | -7 | 1 | 1.0
CC(=O)c1ccc(NC(=O)c2ccc(C)c(Br)c2)cc1 | -5 | 14 | -14 | -14 | 3 | -6 | 9 | 25 | 2.0
CCCCC(=O)Nc1ccc(NC(=O)c2cc(OC)c(OC)c(OC)c2)cn1 | 7 | 9 | -9 | -6 | 0 | -3 | 2 | 3 | 0.1
CC(C)Oc1cccc(C(=O)C2CCCN(Cc3cccn3-c3cccnc3)C2)c1 (stereo not given) | -10 | 12 | -20 | -9 | -7 | -6 | -6 | 0 | 4.7

Compound activity as filed in PubChem BioAssay.

Rows are unselected; about 4.2% have a hit in one of these screens.
